PLAP activator = activators of human placental alkaline phosphatase; P05187; purified PLAP enzyme, luminescent substrate read-out; active compounds read high; activation fold at 20 µM; hit rate 1.2% among 96,000; AID 696; in the data active = activation fold above about 2
S1P2 blocker = antagonists of human S1P2 receptor. O95136. cell-based S1P2 antagonist assay, inhibition at 5 uM. inhibition, % at 5 µM. hit rate 0.21% among 97,000. AID 736; in the data active = inhibition above about 45%;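 also: CRE beta-lactamase reporter cells expressing human S1P2 stimulated with S1P; 0% = agonist at EC80 alone and 100% = agonist plus reference antagonist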
Target sequence (O95136 whole entry, looked up): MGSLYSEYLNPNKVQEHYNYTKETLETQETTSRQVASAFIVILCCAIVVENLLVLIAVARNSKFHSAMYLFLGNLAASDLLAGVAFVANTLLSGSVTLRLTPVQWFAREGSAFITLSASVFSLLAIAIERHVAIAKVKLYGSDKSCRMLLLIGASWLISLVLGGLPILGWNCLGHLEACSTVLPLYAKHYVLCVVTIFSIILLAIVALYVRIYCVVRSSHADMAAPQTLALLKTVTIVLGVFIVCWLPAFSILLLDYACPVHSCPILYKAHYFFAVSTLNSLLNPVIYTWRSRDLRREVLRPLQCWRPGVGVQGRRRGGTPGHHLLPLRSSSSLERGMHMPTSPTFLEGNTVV
FAK blocker = FAK (human) kinase inhibition | Q05397 | biochemical FAK kinase activity assay | inhibition, %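 (tested at 7 µM)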 | hit rate 0.84% among 97,000; in the data active = inhibition above about 19%;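 also: 0% = DMSO and 100% = reference compound high control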
Plk1 PBD FP = blocks phosphopeptide binding to human Plk1 polo box domain; Plk1 PBD phosphopeptide binding, fluorescence polarization; inhibition, %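 (tested at about 20 µM)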; hit rate 0.13% among 97,000; in the data active = inhibition above about 34%, passing the limit was not always enough
Target sequence (P53350 whole entry, looked up, the tested form may be a part): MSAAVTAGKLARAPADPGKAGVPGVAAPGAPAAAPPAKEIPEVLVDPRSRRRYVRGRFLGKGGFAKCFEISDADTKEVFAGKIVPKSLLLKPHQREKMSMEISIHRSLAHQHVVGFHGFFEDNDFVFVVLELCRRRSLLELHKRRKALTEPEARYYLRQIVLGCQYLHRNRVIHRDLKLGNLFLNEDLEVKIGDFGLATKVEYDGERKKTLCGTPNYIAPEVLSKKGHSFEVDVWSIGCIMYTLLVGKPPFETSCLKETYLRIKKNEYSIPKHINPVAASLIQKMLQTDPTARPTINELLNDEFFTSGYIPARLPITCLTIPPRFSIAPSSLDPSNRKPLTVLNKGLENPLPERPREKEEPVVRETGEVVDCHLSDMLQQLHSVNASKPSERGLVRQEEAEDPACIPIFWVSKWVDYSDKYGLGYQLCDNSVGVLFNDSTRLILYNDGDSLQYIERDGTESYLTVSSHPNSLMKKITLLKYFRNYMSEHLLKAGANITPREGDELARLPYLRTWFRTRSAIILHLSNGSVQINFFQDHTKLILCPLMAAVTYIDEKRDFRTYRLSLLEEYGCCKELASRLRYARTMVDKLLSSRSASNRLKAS
MT1-MMP txn act = activates MT1-MMP transcription | HT1080 MT1-MMP promoter luciferase reporter, luminescence, overnight; active compounds read high | hit rate 0.16% among 86,000 | activation factor at 10 µM;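 active = activation factor of at least 2 for MT1-MMP transcription at 10 µM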
PLK1 inh = PLK1 (human) kinase inhibition; P53350; recombinant PLK1 kinase, TR-FRET peptide phosphorylation; inhibition, % at 10 µM; hit rate 0.53% among 97,000; AID 619;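 active = inhibition of 50% or more in the single-concentration screen; inactive = inhibition below 50%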;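 also: 0% = DMSO max control and 100% = H-89 dihydrochloride min control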
S1P2 ag = S1P2 (human) receptor agonism | hit rate 0.46% among 97,000 | S1P2-expressing cell line, agonist reporter read-out | O95136 | activation, % at 4.5 µM; in the data active = activation above about 16%;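 also: 0% = vehicle low control and 100% = maximal reference agonist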
Rev-RRE block = HIV Rev-RRE protein-RNA interaction inhibition | P05866 | hit rate 0.79% among 97,000 | inhibition, % at 8 µM | Rev peptide-RRE RNA binding, FRET;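 active = inhibition above the screen-wide mean plus 3 SD, cut at about 35% in these data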;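 also: 0% = median DMSO wells and 100% = median Neomycin B control wells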
Target sequence (P05866 whole entry, looked up): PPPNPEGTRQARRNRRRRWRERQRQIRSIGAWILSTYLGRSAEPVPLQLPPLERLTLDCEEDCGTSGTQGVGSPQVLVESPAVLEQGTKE
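Probe or stimulus: fluorescein-Rev peptide as binding partner; assay system: Cy5-tagged RRE RNA duplex with fluorescein-tagged Rev peptide; timing: 5 min compound–RNA preincubation, then 15 min with peptide, 25 °C; medium: HEPES pH 7.5 buffer with KCl, MgCl2, NaCl and EDTA; signal: fluorescein-to-Cy5 FRET, 480 nm excitation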
EphB4 ephrin blk = EphB4-ephrin-B2 interaction antagonism; P54760; AID 720; inhibition, % at 7 µM; EphB4 LBD / TNYL-RAW-Alexa532 peptide, fluorescence polarization; hit rate 0.15% among 97,000;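 active = inhibition above the screen-wide mean inhibition plus 3 SD, cut at about 15% in these data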;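 also: 0% = DMSO wells and 100% = excess unlabeled TNYL-RAW peptide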
The depositor's hits bear a star; x = no result given.

no. | structure | PLAP activator | S1P2 blocker | FAK blocker | Plk1 PBD FP | MT1-MMP txn act | PLK1 inh | S1P2 ag | Rev-RRE block | EphB4 ephrin blk
1 | O=S(=O)(c1ccc(NC2CCCc3ccccc32)nc1)N1CCOCC1 (stereo unspecified) | 1.4 | 2.6 | -0.8 | 8.0 | 1.3 | -5.8 | -3.3 | 2.0 | -10.2
2 | CCOC(=O)c1c(NC(=O)CSc2nnc(-c3ccc(C)cc3)o2)sc(C(C)=O)c1C | 1.9 | 1.0 | -0.7 | -13.6 | x | -20.8 | -3.5 | 9.3 | 5.3
3 | Cc1sc2nc(SCC(=O)N(C)Cc3ccccc3)n(-c3ccccc3)c(=O)c2c1C | 1.2 | -14.5 | 0.4 | 8.2 | 1.1 | -9.8 | -8.4 | 0.6 | -7.5
4 | Cc1cccnc1NC(=O)C1CCN(S(=O)(=O)c2ccc3c(c2)CCC(=O)N3)CC1 | 1.2 | 17.9 | 2.1 | 7.6 | 1.1 | -12.9 | -3.4 | 3.0 | 1.7
5 | CC(=O)N(c1ccc2oc(=O)sc2c1)S(=O)(=O)c1cccs1 | 1 | 10.3 | -7.8 | -2.8 | 1.1 | -5.5 | -5.1 | 2.0 | 2.5
6 | COc1cc2c(cc1OC)C1=C(C#N)CC/C(=N\S(=O)(=O)c3cccc(Cl)c3)N1CC2 | 1.1 | -41.1 | 0.1 | -7.1 | 1 | -13.8 | 48.7* | 0.6 | -0.8
7 | CCN1CCN(Cc2ccc(OC)c(OCc3ccccc3)c2)CC1 | 1.2 | 2.9 | 1.9 | 4.7 | 1 | -12.0 | 1.6 | 1.5 | -3.3
8 | CSc1nc2sc3c(c2c2nnnn12)CCCC3 | 1 | 16.0 | -9.4 | 20.0 | 1.2 | 5.2 | -4.3 | 11.9 | -1.5
9 | O=c1[nH]c2ccccc2n1Cc1ccccc1 | 1 | 15.7 | -4.4 | 10.8 | x | -12.3 | -4.6 | 5.0 | -3.9
10 | CCCCCOC(=O)c1ccc(OC(=O)c2cncc(Br)c2)cc1 | 0.9 | -0.6 | 6.7 | 9.4 | 1.4 | -3.3 | -12.8 | 9.6 | 5.4
11 | Cc1ccc(C2C(C(=O)c3ccco3)=C(O)C(=O)N2c2nnc(C)s2)cc1 (stereo unspecified) | 1.1 | -10.0 | 0.6 | -27.5 | 1.1 | -9.9 | -4.4 | 48.4* | -1.1
12 | COC(=O)c1ccccc1OCCCOc1ccc(C=O)cc1OC | 1.3 | -27.6 | -2.7 | 11.7 | x | -10.0 | 0.6 | 3.7 | -1.6
13 | O=C(COC(=O)CNS(=O)(=O)c1ccccc1)Nc1ccc(Cl)cn1 | 0.9 | -12.6 | 0.7 | -23.9 | 1.2 | -2.8 | -4.6 | 4.2 | 1.5
14 | O=C(CN1C(=O)NC(Cc2ccccc2)C1=O)NC(=O)NC1CCCCC1 (stereo unspecified) | 1.1 | -10.4 | -0.5 | 11.1 | 1.1 | -5.4 | 1.3 | -3.6 | -4.2
15 | Cc1nnc(SCCn2c(N3CCCCC3)nc3c2c(=O)n(C)c(=O)n3C)s1 | x | -9.5 | 1.5 | -17.6 | 1.2 | -7.4 | -2.1 | 3.5 | 5.1
16 | CC(C)(C)c1cc(C(=O)N2CCN(c3ncccn3)CC2)ccn1 | 1 | -1.9 | -1.7 | -1.5 | 1 | -12.2 | -2.0 | 4.2 | 3.5
17 | CCOC(=O)C(C)n1cnc2sc(C)c(C)c2c1=O (stereo unspecified) | x | -21.8 | -1.9 | 15.1 | 1 | -12.5 | -3.1 | 3.0 | -5.1
18 | Cc1cc(NC(=O)CCC(=O)N(Cc2cccs2)C(C(=O)NC2CCCC2)c2cccnc2)no1 (stereo unspecified) | 1.3 | 8.8 | 2.5 | 18.7 | 1.1 | -8.2 | -2.0 | 1.1 | -5.2
19 | CCOC(=O)N1CCN(c2c(N3CCC(N4CCCCC4)CC3)c(=O)c2=O)CC1 | 1.1 | 14.6 | 1.6 | 22.2 | 1 | -11.2 | -1.9 | 9.1 | -1.4
20 | Cc1ccc(NC(=S)NCc2cccn2C)cc1 | 0.9 | -2.3 | -1.0 | -6.9 | 1.1 | -6.6 | -1.8 | -0.8 | -4.1

no. | structure | PLAP activator | S1P2 blocker | FAK blocker | Plk1 PBD FP | MT1-MMP txn act | PLK1 inh | S1P2 ag | Rev-RRE block | EphB4 ephrin blk
21 | COc1ccc2nc(SCC(=O)Nc3c(C)cccc3C)[nH]c2c1 | 1.4 | 14.4 | 6.9 | -5.0 | 1 | -6.9 | -9.6 | 3.5 | 3.4
22 | Cc1ccc(S(=O)(=O)NC(=O)N2CCCC(C)(C)C2)cc1 | 0.8 | 3.7 | 0.1 | 4.2 | 1.1 | -8.8 | -0.6 | 7.9 | -5.8
23 | CCOc1ccccc1NC(=O)N1CCC(c2nc3ccccc3[nH]2)CC1 | 1.3 | -2.2 | 5.9 | -2.4 | 1.2 | -9.4 | -1.6 | 4.3 | -0.1
24 | COc1ccc(CN2CCn3ncc(C(=O)Nc4ccc(Cl)cc4Cl)c3C2=O)cc1 | 0.9 | 21.4 | 1.1 | -11.8 | 1.2 | -11.3 | -9.3 | 7.3 | 4.5
25 | Cc1ccc(C(=O)Cn2nnc3ccccc32)cc1 | 0.8 | 2.0 | -2.8 | -9.3 | x | -5.2 | -5.2 | -1.6 | -5.2
26 | CC(C)C(NC(=O)OCc1ccccc1)C(=O)NCC(=O)OC(C)(C)C (stereo unspecified) | 1 | 10.0 | -1.1 | 0.1 | 1.2 | -5.0 | -7.7 | 3.5 | 7.0
27 | Cc1ccc(Oc2nnc(-c3ccccc3)cc2C#N)cc1 | 0.9 | -8.3 | -5.8 | 2.9 | x | -1.8 | -2.8 | 2.6 | 4.7
28 | CCn1c(SCC(=O)N2CCOCC2)nc2c(c1=O)SC(C)C2 (stereo unspecified) | x | 0.7 | 8.3 | 26.1 | 1 | -6.2 | -3.7 | 6.0 | 4.5
29 | CCCn1nc(NC(=O)CC(C)C)c2cc3ccccc3nc21 | 1 | -17.1 | -8.0 | 6.1 | 1.1 | -3.5 | -1.6 | 1.9 | 1.7
30 | Cc1ccc(C)c(OCC(=O)Nn2c(C)nc3ccccc3c2=O)c1 | 1.1 | -6.8 | -1.4 | -11.9 | 1 | -8.6 | -3.5 | -0.7 | -8.2
31 | CC12CCC(c3nnc(SCC(=O)Nc4cccc5ccccc45)nc31)C2(C)C (stereo unspecified) | 1.1 | 18.8 | -2.8 | -3.2 | x | -12.1 | -4.9 | 7.3 | -0.8
32 | O=C(N/C(=C\c1cccc([N+](=O)[O-])c1)C(=O)N1CCCCC1)c1cccs1 | 0.9 | 13.0 | 3.1 | 24.5 | x | -4.5 | -2.4 | 4.2 | -8.8
33 | CCC(=O)Nc1ccccc1C(=O)OCC(=O)c1cccc2ccccc12 | 1 | 6.6 | -6.6 | -2.7 | x | -8.8 | -3.4 | 10.4 | -4.0
34 | O=C(NCc1ccc2c(c1)OCO2)c1ccc2c(c1)OCCO2 | 0.7 | -8.9 | -0.5 | 5.0 | 1.1 | -14.1 | -0.2 | 4.3 | 0.7
35 | Cc1cc(NC(=O)c2ccc3c(c2)OCO3)ccc1NC(=O)c1ccco1 | x | -10.2 | -0.6 | -14.5 | 1.3 | -12.7 | -2.5 | -2.3 | -4.8
36 | COc1ccccc1CC(=O)Nc1ccccc1O | 0.9 | -5.3 | 0.7 | -11.9 | 1.1 | -9.4 | -0.5 | 3.0 | 7.4
37 | COC(=O)C(Cc1ccc(O)cc1)NC(=O)c1ccccc1 (stereo unspecified) | 0.9 | 10.8 | -0.8 | -13.2 | 1.3 | -22.7 | -2.0 | 5.2 | 2.9
38 | O=C1C2C3C=CC(C3)C2C(=O)N1c1n[nH]c(CCc2ccccc2)n1 (stereo unspecified) | 0.7 | -2.7 | -1.9 | -29.9 | 1 | -9.8 | -0.9 | 1.7 | 1.7
39 | COC(=O)c1ccc2c(c1)NC(=O)C(N1CCCC1)S2 (stereo unspecified) | 0.9 | 9.7 | 3.0 | -1.8 | 1.2 | -3.9 | -2.9 | 11.7 | -5.9
40 | CC1(C)C(c2ccco2)=[N+]([O-])C2(CCCCC2=O)N1O (stereo unspecified) | x | -15.5 | 0.3 | -1.2 | 1.1 | -7.7 | 2.3 | 3.8 | 5.2

no. | structure | PLAP activator | S1P2 blocker | FAK blocker | Plk1 PBD FP | MT1-MMP txn act | PLK1 inh | S1P2 ag | Rev-RRE block | EphB4 ephrin blk
41 | COC(=O)c1c(NS(C)(=O)=O)sc2c1CCCC2 | 1.3 | -2.0 | -3.1 | -16.1 | 1.3 | -15.0 | -1.2 | 6.9 | 0.1
42 | N#CCCn1nc(-c2ccccc2)cc1-n1c(C(F)(F)F)nc2ccccc21 | 1.3 | 13.7 | -5.2 | -0.3 | 1.2 | -13.0 | -6.3 | 11.2 | 2.4
43 | Cc1noc(C)c1CSc1nc2ccccc2c(=O)n1-c1ccc(Cl)cc1 | 1.3 | -10.5 | 3.2 | -15.1 | 1.2 | -3.4 | -4.0 | 10.3 | -3.9
44 | COC(=O)C(CCSC)NC(=O)CNS(=O)(=O)c1ccc(F)cc1 (stereo unspecified) | 1 | 21.7 | 4.2 | -0.4 | x | -10.9 | -4.4 | 5.1 | -1.2
45 | CC(C)OC(=O)NCCOC(=O)Nc1ccc(Cl)c(Cl)c1 | x | -1.9 | -1.1 | 1.6 | 1.2 | -8.3 | -0.9 | 18.9 | -3.6
46 | Cc1cc[n+](CCC(=O)O)c2ccccc12 | 1.1 | 2.1 | 2.8 | -31.0 | 1.1 | 5.1 | -0.7 | 5.9 | -5.7
47 | O=C(c1cc2nc(-c3ccco3)cc(C(F)(F)F)n2n1)N1CCCCCC1 | 1.3 | -33.1 | -2.5 | -5.6 | 1.1 | -5.8 | 1.8 | 0.1 | -10.9
48 | CCOCCCNC(=O)C1CCC(CNS(=O)(=O)c2ccc(Cl)cc2)CC1 (stereo unspecified) | 1.2 | -2.4 | 1.0 | -24.2 | x | -3.4 | -5.0 | 3.5 | -3.8
49 | CCCCc1cc(=O)oc2cc(C)cc(OC(C)C(=O)O)c12 (stereo unspecified) | 1.2 | 9.0 | -1.7 | -4.8 | 1 | -18.9 | -9.6 | -4.2 | 2.9
50 | COc1cc(OC)c(NC(=O)CCNS(=O)(=O)c2cc(Br)cnc2N)cc1Cl | 1.1 | 15.9 | 8.2 | 21.3 | 1.2 | -8.4 | -0.6 | 10.6 | 2.1
51 | Nc1nnc(SCC(=O)Nc2ccccc2N2CCOCC2)s1 | 0.8 | 10.2 | 0.5 | 9.2 | 1 | -11.8 | -5.3 | 4.4 | -1.6
52 | CC(NC(=O)C1C2C=CC(C2)C1C(=O)O)c1ccccc1 (stereo unspecified) | 1.1 | -8.2 | 0.0 | 10.0 | 1.1 | -12.6 | -5.6 | 7.9 | 1.3
53 | COCCCNC(=O)CCc1nc(-c2ccccc2Cl)no1 | 1.3 | 9.0 | 6.5 | -5.5 | 1.3 | -11.9 | -5.8 | 1.8 | 3.1
54 | COc1cc(/C=N\Nc2nc3ccccc3[nH]2)cc(OC)c1OC | 1.5 | -5.8 | 10.2 | 42.4 | x | -10.4 | 4.1 | 6.2 | -7.2
55 | COCCOC(=O)C1=C(C)NC2=C(C(=O)CC(c3cccs3)C2)C1c1ccsc1 (stereo unspecified) | 1 | 5.2 | 23.0* | -46.9 | 1.2 | -10.9 | -0.5 | 4.4 | -0.4

One compound at a time, as listed above. Order of values: PLAP activator, S1P2 blocker, FAK blocker, Plk1 PBD FP, MT1-MMP txn act, PLK1 inh, S1P2 ag, Rev-RRE block, EphB4 ephrin blk
COCCOC(=O)C1=C(C)NC2=C(C(=O)CC(c3cccs3)C2)C1c1ccsc1 (stereo unspecified) reads 1, 5.2, 23.0*, -46.9, 1.2, -10.9, -0.5, 4.4, -0.4
CCOC(=O)C(C)n1cnc2sc(C)c(C)c2c1=O (stereo unspecified) reads x, -21.8, -1.9, 15.1, 1, -12.5, -3.1, 3.0, -5.1
COc1ccccc1CC(=O)Nc1ccccc1O reads 0.9, -5.3, 0.7, -11.9, 1.1, -9.4, -0.5, 3.0, 7.4
COC(=O)c1ccc2c(c1)NC(=O)C(N1CCCC1)S2 (stereo unspecified) reads 0.9, 9.7, 3.0, -1.8, 1.2, -3.9, -2.9, 11.7, -5.9
